ALDH1A1 block = ALDH1A1 (human) enzyme inhibition; P00352; Purified ALDH1A1, NADH fluorescence, propionaldehyde substrate; Potency, µM (top dose mostly 75.3 µM), inactives show at the top dose activity, negative = inhibition, actives largely listed as inhibitors; actives 7.3% (n = 220,000); AID 1030; active = well fitted inhibition curve with a large enough effect, not every such curve was filed as active; inconclusive = small, poorly fitted or top-dose-only effect, or another doubt; inactive = no such curve, though single readings can be large or run the other way;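 note: plate controls were no enzyme wells and a reference inhibitor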
L3MBTL1 block = inhibitors of human L3MBTL1; AlphaScreen L3MBTL1–H3K9me1 peptide binding; actives 0.66% (n = 230,000); Q9Y468; Potency, µM (titrated, usually from 57.1 µM), for inactives: at the highest dose activity, negative = inhibition, actives largely listed as inhibitors; AID 485360; note: % is set by controls: 0 for no effect and ±100 for the full control effect; nearly all actives have a fitted effect of over 60% in size
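AlphaScreen proximity signal between nickel-chelate acceptor and streptavidin donor beads (final 10 ug/mL) reports binding of 50 nM L3MBTL1 to 75 nM biotin-H3 K9me1 peptide; complex incubated with compounds 30 min at room temperature; cefsulodin titration as control.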
Luc counter = blocks Kinase-Glo luciferase, a counter-screen artifact; Q27757; Kinase-Glo luciferase, ATP luminescence, 8 min; Potency, µM (top dose mostly 38.3 µM), inactives show top-dose activity change, negative = inhibition, most hits filed as inhibitors; actives 0.28% (n = 200,000); AID 1379; note: % is set by controls: 0 for no effect and ±100 for the full control effect; nearly all actives have a fitted effect of over 60% in size
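Inhibition of Kinase-Glo luciferase light generation was assessed at 10 uM ATP in pH 7.2 imidazole buffer, with luminescence measured after eight minutes at ambient temperature.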
RECQ1 helicase = inhibitors of human RECQ1 DNA helicase; RECQ1 DNA unwinding, red fluorescence kinetic read; Potency, µM (series often up to 57.3 µM), for the others: at the highest dose activity, negative = inhibition, most hits filed as inhibitors; actives 0.54% (n = 240,000);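 note: plate controls were vehicle for no effect and no enzyme for full effect; nearly all actives have a fitted effect of over 30% in size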
Target sequence (P46063 whole entry, looked up): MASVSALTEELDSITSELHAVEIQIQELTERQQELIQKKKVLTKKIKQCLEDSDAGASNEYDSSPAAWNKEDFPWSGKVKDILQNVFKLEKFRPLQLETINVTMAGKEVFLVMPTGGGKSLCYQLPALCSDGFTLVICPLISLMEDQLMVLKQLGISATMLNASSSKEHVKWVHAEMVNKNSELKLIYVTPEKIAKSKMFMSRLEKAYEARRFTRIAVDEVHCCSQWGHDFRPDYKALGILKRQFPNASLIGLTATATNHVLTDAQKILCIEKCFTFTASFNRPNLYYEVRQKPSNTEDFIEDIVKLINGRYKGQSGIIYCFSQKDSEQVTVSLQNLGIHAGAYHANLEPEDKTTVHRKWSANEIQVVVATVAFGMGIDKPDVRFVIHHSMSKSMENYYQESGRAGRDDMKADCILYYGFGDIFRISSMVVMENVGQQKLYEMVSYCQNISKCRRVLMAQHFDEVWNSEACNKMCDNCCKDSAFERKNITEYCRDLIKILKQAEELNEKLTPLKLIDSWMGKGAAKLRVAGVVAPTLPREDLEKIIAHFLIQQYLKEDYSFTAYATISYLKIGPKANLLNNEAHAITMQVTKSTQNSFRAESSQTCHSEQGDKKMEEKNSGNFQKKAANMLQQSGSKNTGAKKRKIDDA
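RECQ1T1 50 nM; forked duplex (20 bp + 30-nt ss tails) 200 nM, ATP 2 mM final; pH 8.0, 2 mM MgCl2, 2.5 ug/ml poly(dI-dC); 15 min compound preincubation; discontinuous kinetic read over 2 h at RT.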
JMJD2E inh = blocks human JMJD2E demethylase activity. B2RXH2. JMJD2E catalytic domain, FDH-coupled NADH fluorescence (FDH is formaldehyde dehydrogenase). Potency, µM (series often up to 57.1 µM), without a hit: at the top dose activity change, negative = inhibition, hits mostly inhibitors. actives 1.6% (n = 230,000). AID 2147; active = well fitted inhibition curve with a large enough effect, not every such curve was filed as active; inconclusive = small, poorly fitted or top-dose-only effect, or another doubt; inactive = no such curve, though single readings can be large or run the other way;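 note: 0% = wells with enzyme and -100% = buffer wells without enzyme; nearly all actives have a fitted effect of over 50% in size; many of its hits are not listed in these tables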
Target sequence (B2RXH2 1-337 limits assumed): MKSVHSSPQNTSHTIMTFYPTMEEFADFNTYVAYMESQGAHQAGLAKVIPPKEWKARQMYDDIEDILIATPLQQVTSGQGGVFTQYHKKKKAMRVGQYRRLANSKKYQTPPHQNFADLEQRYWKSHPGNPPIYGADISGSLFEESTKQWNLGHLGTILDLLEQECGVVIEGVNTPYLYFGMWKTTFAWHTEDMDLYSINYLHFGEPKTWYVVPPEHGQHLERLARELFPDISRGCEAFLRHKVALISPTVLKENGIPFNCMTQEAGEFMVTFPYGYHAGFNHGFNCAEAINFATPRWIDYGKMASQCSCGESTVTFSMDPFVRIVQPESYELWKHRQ
Lamin A splicing = modulators of lamin A splicing; AID 1487; actives 0.01% (n = 200,000); Potency, µM (titrated, usually from 46.1 µM), without a hit: at the highest dose ratio change, negative = inhibition, hits mostly inhibitors; HeLa LMNA splicing GFP/RFP minigene ratio, 48 h; active = well fitted inhibition curve with a large enough effect in the signal ratio, with a control signal flat, not every such curve was filed as active; inconclusive = small, poorly fitted or top-dose-only effect, or effect the other way, or a change in a side signal; the % refers to the signal ratio; note: % is set by controls: 0 for no effect and ±100 for the full control effect
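S3 HeLa stable clones carrying a lamin A-EGFP splicing minigene plus DsRed2 were seeded at 600 cells/well in Opti-MEM with 2% FBS, pin-dosed and incubated 48 h at 37°C. Acumen cytometry (488 nm) gave the GFP/RFP total-intensity ratio.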
SMN2 splice enh = increases expression of the SMN2 splice variant; HEK293 SMN2-luciferase splicing reporter, luminescence, 30-36 h; Potency, µM (highest dose often 46.1 µM), without a hit: top-dose activity change, positive = activation, hits mostly activators; actives 2.8% (n = 210,000); AID 1458; note: % of control where 0% means no effect; nearly all actives have a fitted effect of over 55% in size
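HEK293 cells carry an SMN2 minigene-luciferase reporter in which exon 7 inclusion puts luciferase in frame. Cells were seeded at 2000 cells/well, attached for 10-12 hours, then exposed to compounds for 30-36 hours at 37C before ONE-Glo luminescence.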
Tau fibril ThT = tau fibrillization inhibition (ThT binding); actives 2.1% (n = 270,000); recombinant tau K18 P301L (four-repeat tau fragment), heparin-induced fibrillization, ThT fluorescence; AID 1460; Potency, µM (highest dose often 57.4 µM), inactives show top-dose activity, negative = inhibition, actives largely listed as inhibitors; P10636; note: % is set by controls: 0 for no effect and ±100 for the full control effect; nearly all actives have a fitted effect of over 55% in size
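Tau K18 P301L fragment (15 uM unlabeled plus 0.24 uM Alexa 594-labeled) in 100 mM sodium acetate pH 7 with compound, fibrillization induced by 20 uM heparin for 6 hr at 37 C. Thioflavin T (30 uM) added, fluorescence read after 1 hr (ex 450, em 510 nm).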
* marks the source's active call; other numbers are inactive results; i = inactive; ? = inconclusive; nt = no result given; & = joins results of further samples; [ ] = another dose, or the depositor's remark. Unless noted, calls come from the whole dose curve; as a rule, active = well fitted curve in the direction sought with a large enough effect; inconclusive = small, poorly fitted or top-dose-only effect, or another doubt; inactive = no such curve, though single readings can be large; an effect the other way counts as inactive or inconclusive. Potency is the fitted concentration of half-maximal effect. Only part of the results is shown (hit frequency here may not be typical).

SMILES | ALDH1A1 block | L3MBTL1 block | Luc counter | RECQ1 helicase | JMJD2E inh | Lamin A splicing | SMN2 splice enh | Tau fibril ThT
c1ccc(CCn2cnc3ccccc32)cc1 | 15% | 28% | 0% | -1% | 4% | nt | 19% | 11%
O=C(NNS(=O)(=O)c1ccccc1[N+](=O)[O-])c1ccccc1Cl | 6% | -2% | -3% | 2% | -26% | nt | nt | -15%
COc1cccc(/C=N\NC(=O)Cn2nnc3ccccc32)c1O | 10% | -8% | -2% | 19% | 28µM* | ? | nt | -1%
CCCn1c(SCC(=O)NCc2ccccc2)n[nH]c1=O | 10% | 22% | 0% | -12% | -2% | 15%[9.22 µM] | -2% | -3%
FC(F)(F)c1cc(C(F)(F)F)c2ccc(N/N=C/c3cccc(Cl)c3)nc2n1 | 9% | 4% | 5% | -6% | -1% | 6% | 1% | -6%
Cc1ccc(-c2noc(CCC(=O)N3CCN(c4cccc(C(F)(F)F)c4)CC3)n2)cc1 | 6% | -2%[11.4 µM] | 1% | -3% | -2% | ? | -52%[inhibitor] | ?
O=C(Cn1c(-c2ccccc2)c[n+]2ccsc12)c1ccccc1 | -3% | nt | -2% | i | 4% | nt | -18% | -6%
Cc1ccc(-c2nc(N)n(C(=O)c3cccs3)n2)cc1 | -13% | nt | -2% | ? | ? | ? | -9% | -12%
Cc1nn(C)c(C)c1/C=C(/C(=O)C(C)C)n1cncn1 | nt | 4% | nt | -2% | 8% | nt | nt | 0%
CCc1nnc(NS(=O)(=O)c2ccc(NC(=S)NC(=O)c3ccccc3)cc2)s1 | ? | -4% | 0% | -8% | -1% | ? | -7% | -8%
O=C(CCl)Nc1cc(S(=O)(=O)N2CCCCCC2)ccc1Cl | ? | 1% | 1% | -5% | -1% | ? | 2% | 1%
O=C(c1ccco1)N1CCN(S(=O)(=O)c2ccccc2[N+](=O)[O-])CC1 | ? | -10% | 4% | -3% | -18% | nt | 3% | 4%
Cc1ccc(S(=O)(=O)NN2C(=O)/C(=C/c3cccn3C)SC2=S)cc1 | -4% | -10% | 3% | -1% | 8% | -7% | 0% | 10µM*
Cc1cc(C)cc(N(CC(=O)NCC2CCCO2)C(=O)CN2C(=O)COc3ccccc32)c1 (stereo unspecified) | 5% | nt | 0% | 7% | 1% | -4% | 12% | -6%
CCCn1c(N/N=C\C=C\c2ccccc2)nc2c1c(=O)[nH]c(=O)n2C | 0% | -5% | 4% | i | ? | -27%[46 µM] | 25% | ?
Cc1ccc(NC(=O)N2CCC(C(=O)NCCC3=CCCCC3)CC2)cc1 | 7% | 4% | -4% | i | 3% | 4% | -13% | -12%
Cc1onc(-c2ccccc2Cl)c1C(=O)Nc1cccnc1 | 22µM* | 28% | 8% | 4% | -8% | -12% | -12% | 0%
COC(=O)CCCC1=CC2=C(c3ccccc3)C(=O)C(C)(OC(=O)C3CCCC3)C(=O)C2=CN1C1CCCCC1 (stereo unspecified) | -2%[13.5 µM] | nt | -5%[7.66 µM] | 6%[11.5 µM] | ? | -11%[9.22 µM] | 2%[9.22 µM] | ?
CCCCC1=C([O-])C2N=CC=CC2=[N+](c2ccccn2)C1=O (stereo unspecified) | 6% | 6% | -3% | ? | -28% | 12% | 11% | 6%
C=CCNC(=O)/C(=C/c1cn(-c2ccccc2)nc1-c1cccc([N+](=O)[O-])c1)NC(=O)c1ccccc1 | 1µM* | 11% | nt | 11% | -5% | -10% | nt | -8%
CCCOc1ccc(NC(=O)CC2C(=O)N(CC)C(=S)N2Cc2cccs2)cc1 (stereo unspecified) | -39% | -1% | -1% | -8% | -10% | ? | -22% | -14%
COc1cccc(-c2nc(N3CCN(Cc4ccccc4)CC3)c3ccccc3n2)c1O | ? | -4%&-3% | -1% | -1% | ? | 0% | -3% | ?
CC(C)OC(=O)c1cc(=O)[nH]c2ccccc12 | ? | -1% | -3% | -1% | ? | 7% | 0% | -4%
O=C(Nc1ccc(NC(=O)c2ccco2)c(Cl)c1)c1cccc([N+](=O)[O-])c1 | 7% | -1% | -2% | i | -18% | ? | -4% | ?
Cc1ccc(C(=O)N2C(CC(=O)Nc3ccc(Cl)cc3)C(=O)NC3CCCCC32)cc1 (stereo unspecified) | 9% | -2% | 3% | i | 3% | nt | -14% | -8%

Next section, starting with the last six of the part before.
SMILES | ALDH1A1 block | L3MBTL1 block | Luc counter | RECQ1 helicase | JMJD2E inh | Lamin A splicing | SMN2 splice enh | Tau fibril ThT
C=CCNC(=O)/C(=C/c1cn(-c2ccccc2)nc1-c1cccc([N+](=O)[O-])c1)NC(=O)c1ccccc1 | 1µM* | 11% | nt | 11% | -5% | -10% | nt | -8%
CCCOc1ccc(NC(=O)CC2C(=O)N(CC)C(=S)N2Cc2cccs2)cc1 (stereo unspecified) | -39% | -1% | -1% | -8% | -10% | ? | -22% | -14%
COc1cccc(-c2nc(N3CCN(Cc4ccccc4)CC3)c3ccccc3n2)c1O | ? | -4%&-3% | -1% | -1% | ? | 0% | -3% | ?
CC(C)OC(=O)c1cc(=O)[nH]c2ccccc12 | ? | -1% | -3% | -1% | ? | 7% | 0% | -4%
O=C(Nc1ccc(NC(=O)c2ccco2)c(Cl)c1)c1cccc([N+](=O)[O-])c1 | 7% | -1% | -2% | i | -18% | ? | -4% | ?
Cc1ccc(C(=O)N2C(CC(=O)Nc3ccc(Cl)cc3)C(=O)NC3CCCCC32)cc1 (stereo unspecified) | 9% | -2% | 3% | i | 3% | nt | -14% | -8%
COc1ccccc1CN=C1Nc2ccccc2CS1 | 0% | 38%[activator] | -1% | -12% | -7% | -15%[46 µM] | ? | -3%
O=C1N=c2ccccc2=C1c1sc(=O)[nH]c1O | ? | 13% | nt | i | -2% | nt | nt | ?
COc1ccc(S(=O)(=O)N2CCOCC2)cc1NC(=O)CSc1n[nH]c(C(C)C)n1 | 25µM* | 40% | 1% | -10% | 2% | nt | 7% | 0%
C/C(CC(=O)Nc1cc(C)ccn1)=N\NC(=O)c1cccc(C)c1 | ? | nt | -4% | 2% | ? | nt | 3% | ?
COc1cccc(CC(=O)Nn2c(C)nc3ccccc3c2=O)c1 | 11% | 10% | 3% | -9% | 15% | -11% | 4% | -7%
CSc1ccc(S(=O)(=O)NCc2ccccc2Cl)cc1 | ? | nt | -5% | -1% | 5% | -4% | 5% | -4%
CCOC(=O)C(=Cc1ccc(-c2ccsc2C(=O)OC)o1)C(=O)OCC | ? | 2% | -2% | -6% | -5% | ? | -11% | ?
O=C(CSc1cn(CCNC(=O)c2cccs2)c2ccccc12)NCc1ccccc1 | ? | -1% | 1% | i | 5% | ? | -6% | -11%
N#CC(c1ccc(O)cc1)N1CCOCC1 (stereo unspecified) | 7.9µM* | 3% | -4% | 5% | -6% | 0% | -30%[inhibitor] | -5%
O=C(Nc1ccc(C(=O)Oc2ccccc2)c(O)c1)c1ccco1 | ? | nt | -24% | -13% | ? | 1% | ? | 8%
Cc1ccc(/C=C/C(=O)c2cc(Br)ccc2OC(=O)c2ccco2)cc1 | ? | -9% | 5% | -6% | -13% | ? | -4% | ?
CCOc1cc(C2C(C#N)=C(N)OC3=C2C(=O)CC(C)(C)C3)cc([N+](=O)[O-])c1O (stereo unspecified) | -12% | nt | -2% | 9% | 3% | 10%[9.22 µM] | -6% | ?
CCN(CC)CCN1C(=O)C(=O)/C(=C(/O)c2cccc(OC)c2)C1c1ccccn1 (stereo unspecified) | ? | -16% | -5% | 5% | ? | 14% | 9% | -1%
O=C(O)CC1(CC(=O)Nc2ccc(Br)cc2)CCCCC1 | 5% | -18% | 7% | -6% | 15% | nt | -29% | -4%
CCN(CC)C(=O)c1sc2nc(-c3cccs3)cc(-c3cccs3)c2c1N | 20µM* | 12% | nt | 1% | ? | nt | nt | ?
Cc1c(NC(=O)CN2C(=O)c3ccc([N+](=O)[O-])cc3C2=O)c(=O)n(-c2ccccc2)n1C | 1% | nt | 0% | -15% | -1% | nt | 19% | -5%
O=C(c1ccc2c(=O)n3c(nc2c1)CCCCC3)N1CCN(Cc2ccccc2)CC1 | ? | nt | -4% | i | 3% | -6% | -32%[inhibitor] | -6%
CCCOc1ccc(Cc2c(Cl)nc(SC)nc2N(C)C)cc1 | 7% | 48%[activator] | 0% | -3% | 0% | ? | -50%[inhibitor] | ?
COC(=O)CNC(=O)CNC(=O)c1nn(-c2ccc(OC)c(Cl)c2)c(=O)c2ccccc12 | -15% | 3% | 3% | -9% | -5% | 1% | -11% | -2%
O=C(Oc1ccccc1)c1ccc2nsnc2c1 | 4µM* | -24% | -4% | 3% | 3% | -3% | -10% | ?
NNc1ncnc2scc(-c3ccc(Cl)cc3)c12 | -13% | -1% | 2% | -7% | ? | ? | -93%[inhibitor] | ?
CCOC(=O)C(Oc1ccc2c(-c3ccccc3)cc(=O)oc2c1C)c1ccccc1 (stereo unspecified) | ? | 4% | 4% | -5% | ? | -21% | 1% | -17%
CCCn1c(N)c(C(c2ccc(OC)cc2)N2CCN(c3ccccc3)CC2)c(=O)[nH]c1=O (stereo unspecified) | 2.5µM* | nt | -6% | -8% | ? | -3% | -9% | ?
O=C(CC1C(=O)NCCN1C(=O)Nc1ccc(F)cc1)Nc1cc(Cl)ccc1Cl (stereo unspecified) | nt | 2% | nt | i | -4% | nt | nt | 5%
CC(C)OC(=O)c1c(NC(=O)CCC(=O)O)sc2c1CCCCC2 | -7% | 3% | -3% | 0% | -4% | ? | 10% | -6%
Cc1ccc(NC(=O)CS(=O)CC(=O)NCC2OCCc3ccccc32)c(C)c1 (stereo unspecified) | ? | 3% | -6% | -10% | 2% | 0% | 13% | -4%
